From PubChem BioAssay
tuberculosis growth: growth inhibition of non-replicating M. tuberculosis (AID 488890); inhibition, % at 25 µM; hits with a dose series show IC50 in µM; hit rate 0.39% among 320,000; Mycobacterium tuberculosis non-replicating, growth inhibition; higher % means a stronger effect; in the data active = a potency from the dose series; inconclusive = inhibition mostly from about 82% at the one dose, without a potency; inactive = the rest, 99 in 100 with inhibition below about 76%;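 also: plate controls were DMSO cells for no effect and high antibiotic wells for full effect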
influenza NS1A: H1N1 influenza NS1A inhibitors, functional cell based assay (AID 504329). NS1A functional cell-based assay, percent inhibition; higher % means a stronger effect. inhibition, % at 12.5 µM; hits with a dose series show IC50 in µM. hit rate 0.3% among 340,000; in the data active = a potency from the dose series; inconclusive = inhibition above about 27% without an active follow-up result; also: strong numbers were not always called active
PhoP GFP inhibition: PhoP regulon inhibitors, Salmonella typhi PhoP promoter GFP reporter, confirmatory (AID 1850); Salmonella Typhi PhoP-promoter GFP reporter, fluorescence, 4 h; higher % means a stronger effect; inhibition, % at 50 µM, or IC50 in µM where a hit was titrated; hit rate 0.33% among 310,000; in the data active = a potency from the dose series; inconclusive = inhibition mostly from about 25% at the one dose, without a potency; inactive = the rest, 99 in 100 with inhibition below about 19%;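 also: 0% = induced wells with vehicle and 100% = uninduced wells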
H37Rv inhibition: M. tuberculosis growth inhibition, HTS (AID 449762). hit rate 0.59% among 330,000. inhibition, % at 25 µM; hits with a dose series show IC50 in µM. M. tuberculosis H37Rv growth inhibition, 7H9 media; higher % means a stronger effect; in the data active = a potency from the dose series; inconclusive = inhibition above about 70% without an active follow-up result;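 also: bacterial growth assessed after seven days of incubation; strong numbers were not always called active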
inhibitors of VEEV: inhibitors of VEEV TC-83 cytopathic effect, confirmation, Vero cells (AID 588727); Vero cells, VEEV TC-83 cytopathic effect inhibition; higher % means a stronger effect; one-dose inhibition, % at 20 µM; IC50 in µM for titrated hits; hit rate 0.13% among 350,000; in the data active = a potency from the dose series; inconclusive = inhibition mostly from about 14% at the one dose, without a potency; inactive = the rest, 99 in 100 with inhibition below about 12%; also: strong numbers were not always called active
inhibitors of VEEV 10K pilot screen: recorded beside inhibitors of VEEV, whose call it bears; inhibition, %; measured here: 10K pilot screen inhibition
Active calls of the source: *.

`Cc1ccc(NC(=O)C(=O)NCC2CCCN2S(=O)(=O)c2cccs2)cc1` (stereo not drawn) gave tuberculosis growth 13%, influenza NS1A -8%, PhoP GFP inhibition -1%, H37Rv inhibition -3% and inhibitors of VEEV 3.2%.
`S=c1[nH]nc(Cc2cccc3ccccc23)o1` gave tuberculosis growth 59%, influenza NS1A -5%, PhoP GFP inhibition -5%, H37Rv inhibition -11% and inhibitors of VEEV 1.7%.
For O=C(NCc1ccccc1)C1=C[C@H](c2ccc(Br)cc2)C[C@H](OCCCCO)O1 the results were tuberculosis growth 24%, influenza NS1A -1%, PhoP GFP inhibition -41%, H37Rv inhibition 2% and inhibitors of VEEV 0.9%.
For O=C(CSc1nc2cc(Cl)ccc2s1)N1CCCc2ccccc21 the results were tuberculosis growth 76%, influenza NS1A 4%, PhoP GFP inhibition 0%, H37Rv inhibition 41% and inhibitors of VEEV 1.9%.
For CC(C)CCP(=O)(O)c1ccccc1 the results were tuberculosis growth -6%, influenza NS1A 8%, PhoP GFP inhibition -4%, H37Rv inhibition 3% and inhibitors of VEEV 0.1%.
`COc1cc(OC)c(C(=O)OCC(=O)NC2CCCCCCC2)cc1OC` gave tuberculosis growth 12%, influenza NS1A 4%, H37Rv inhibition -8% and inhibitors of VEEV 0.8%.
Screening CCOc1ccc(-n2c(=S)sc3c(=O)[nH]c(SCC(=O)NCC4CCCO4)nc32)cc1 (stereo not drawn) returned tuberculosis growth -2%, influenza NS1A 15%, PhoP GFP inhibition -2%, H37Rv inhibition -2% and inhibitors of VEEV 0.6%.
For CC(C)N1CCc2c(sc(NC(=O)C3CCCCC3)c2C(N)=O)C1 the results were tuberculosis growth -15%, influenza NS1A 5%, PhoP GFP inhibition 7%, H37Rv inhibition -7%, inhibitors of VEEV 11% and inhibitors of VEEV 10K pilot screen 13.
Screening Cc1nn2c(SCC(=O)c3cccs3)cc(C(C)(C)C)nc2c1-c1ccccc1 returned tuberculosis growth 4%, influenza NS1A 0%, PhoP GFP inhibition -8%, H37Rv inhibition -2% and inhibitors of VEEV 0.4%.
`Cc1[nH]n(-c2ccc(Br)cc2)c(=O)c1/C=N/NC(=O)c1ccccc1` gave tuberculosis growth inconclusive, influenza NS1A 3%, PhoP GFP inhibition 0%, H37Rv inhibition inconclusive and inhibitors of VEEV 11%.
For CN1C2CCC1CC(NC(=O)CSc1ccc(C(C)(C)C)cc1)C2 (stereo not drawn) the results were tuberculosis growth 9%, influenza NS1A 20%, PhoP GFP inhibition -14%, H37Rv inhibition -5% and inhibitors of VEEV inconclusive.
Screening CN1CCC(OC(=O)COc2ccc(Cl)cc2Cl)CC1 returned tuberculosis growth 9%, influenza NS1A 3%, PhoP GFP inhibition 5%, H37Rv inhibition -4% and inhibitors of VEEV 1.3%.
Screening c1ccc(Sc2ccccn2)cc1 returned tuberculosis growth -4%, PhoP GFP inhibition -14%, H37Rv inhibition -1% and inhibitors of VEEV 2.3%.
Screening CCc1nnc(NC(=O)CSc2nnc(-c3ccoc3C)n2CC(C)C)s1 returned tuberculosis growth -25%, influenza NS1A 3%, PhoP GFP inhibition 3%, H37Rv inhibition -6% and inhibitors of VEEV 2.5%.
For COc1ccc(CN(CC2CCC(C(=O)O)CC2)C(=S)Nc2cccc(C)c2)cc1 (stereo not drawn) the results were tuberculosis growth 5%, influenza NS1A -17%, PhoP GFP inhibition -9%, H37Rv inhibition 4% and inhibitors of VEEV 1.7%.
Screening Cc1occc1C(=O)N/N=C/C=C/c1ccc(N(C)C)cc1 returned tuberculosis growth 56%, influenza NS1A 3%, PhoP GFP inhibition -1%, H37Rv inhibition -2% and inhibitors of VEEV 8.9%.
Screening CCC(=O)OC1CSc2nc3ccccc3n2C1 (stereo not drawn) returned tuberculosis growth 12%, influenza NS1A -5%, PhoP GFP inhibition -10%, H37Rv inhibition 3% and inhibitors of VEEV inactive.
For O=C(Nc1ccc2c(c1)OCO2)C1CC(=O)N(c2ccccc2)C1 (stereo not drawn) the results were tuberculosis growth -4%, influenza NS1A -1%, PhoP GFP inhibition 2%, H37Rv inhibition 10% and inhibitors of VEEV 0.4%.
For Cn1c(=O)c2c(nc(N3CCN(c4ccccn4)CC3)n2Cc2ccccc2Cl)n(C)c1=O the results were tuberculosis growth -4%, influenza NS1A 8%, PhoP GFP inhibition -3%, H37Rv inhibition -2% and inhibitors of VEEV 0.7%.
CCCOP(=O)(c1ccc(N(C)C)cc1)C(O)c1ccccc1OC (stereo not drawn) was read as tuberculosis growth 5%, influenza NS1A -1%, PhoP GFP inhibition 1%, H37Rv inhibition 1% and inhibitors of VEEV 1.9%.
For C=C(C)C(O)Cc1c(OC)ccc(C(=O)/C=C/c2ccc(O)cc2)c1O (stereo not drawn) the results were tuberculosis growth -3%, influenza NS1A 0%, H37Rv inhibition -2% and inhibitors of VEEV 9.1%.
`COc1ccc(S(=O)(=O)NCCC(=O)OCc2cc(=O)oc3cc(C)ccc23)cc1[N+](=O)[O-]` gave influenza NS1A -18% and inhibitors of VEEV 4.3%.
Screening C=CCn1c(SCc2cc(C(C)=O)ccc2OCC)nc2ccccc2c1=O returned tuberculosis growth -6%, influenza NS1A -2%, PhoP GFP inhibition -3%, H37Rv inhibition 14% and inhibitors of VEEV 8.2%.
Screening Cc1ccc(NC(=O)NNC(=O)CN2C(=O)COc3ccccc32)cc1 returned tuberculosis growth 1%, influenza NS1A -3%, PhoP GFP inhibition 9%, H37Rv inhibition 1% and inhibitors of VEEV 0.8%.
O=C(NCc1ccco1)/C(=C\c1cccc([N+](=O)[O-])c1)NC(=O)c1ccco1 was read as tuberculosis growth -11%, influenza NS1A -8%, PhoP GFP inhibition -7%, H37Rv inhibition -1% and inhibitors of VEEV 2.9%.
For CCOC(=O)C(NCCc1ccccc1)(NC(C)=O)C(F)(F)F (stereo not drawn) the results were tuberculosis growth -6%, influenza NS1A 4%, PhoP GFP inhibition -4%, H37Rv inhibition -1% and inhibitors of VEEV 0.3%.
For COC(=O)N1C(=O)[C@](c2ccccc2)(C(C)C)N1C(=O)OC the results were tuberculosis growth -5%, influenza NS1A -4%, PhoP GFP inhibition -5%, H37Rv inhibition -5%, inhibitors of VEEV inactive and inhibitors of VEEV 10K pilot screen 0.7.
`Cc1noc(C)c1COC(=O)CCCNC(=O)c1ccc(Cl)cc1` gave tuberculosis growth 27%, influenza NS1A 0%, PhoP GFP inhibition -19%, H37Rv inhibition 2% and inhibitors of VEEV 1.1%.
COC(=O)CSc1nnc(-c2ccncc2)n1N was read as tuberculosis growth -5%, influenza NS1A -5%, PhoP GFP inhibition 12%, H37Rv inhibition -10%, inhibitors of VEEV 2.5% and inhibitors of VEEV 10K pilot screen 1.8.
For Cc1ccc(NC(=S)NCc2ccccc2)cc1S(=O)(=O)N1CCCCC1 the results were tuberculosis growth 75%, influenza NS1A -8%, PhoP GFP inhibition -4%, H37Rv inhibition 0% and inhibitors of VEEV 0.2%.
`CCOC(=O)N1CCN(C(=O)CSc2nnc(CNC(=O)c3c(F)cccc3Cl)o2)CC1` gave tuberculosis growth -9%, influenza NS1A -6%, PhoP GFP inhibition 8%, H37Rv inhibition -1%, inhibitors of VEEV 3.1% and inhibitors of VEEV 10K pilot screen 0.6.
CC(=O)Cc1c[nH]c2ccccc12 was read as tuberculosis growth 5%, PhoP GFP inhibition -12% and H37Rv inhibition 6%.
For O=C(O)CCCC(=O)OCCCCc1cccs1 the results were tuberculosis growth 45%, influenza NS1A -1%, PhoP GFP inhibition 6%, H37Rv inhibition -3% and inhibitors of VEEV inactive.
Screening CS(=O)(=O)N(Cc1ccco1)Cc1ccccc1Cl returned tuberculosis growth -15%, influenza NS1A 2%, PhoP GFP inhibition 5%, H37Rv inhibition 0% and inhibitors of VEEV inactive.
`O=C(Nc1nc2ccccc2n1CCN1CCCCC1)c1ccc(Cl)cc1` gave tuberculosis growth 31%, PhoP GFP inhibition 5% and H37Rv inhibition -1%.
For C=CC(n1cncn1)C(O)(c1ccccc1)c1ccccc1 (stereo not drawn) the results were tuberculosis growth -4%, influenza NS1A -1%, PhoP GFP inhibition 12%, H37Rv inhibition -3% and inhibitors of VEEV inactive.
For CCCOc1ccc(N2C(=O)CC(N3CCN(c4nc5ccccc5s4)CC3)C2=O)cc1 (stereo not drawn) the results were tuberculosis growth 30%, influenza NS1A -2%, PhoP GFP inhibition 0%, H37Rv inhibition 9% and inhibitors of VEEV 2.0%.
Screening COc1ccc2cc(C(=O)N3CCN(c4ccccc4OC)CC3)[nH]c2c1 returned tuberculosis growth 4%, influenza NS1A 10%, PhoP GFP inhibition -9%, H37Rv inhibition 9% and inhibitors of VEEV 2.1%.
O=C(OCC1O[C@@H](OC(=O)c2cc(O)c(O)c(O)c2)[C@@H](OC(=O)c2cc(O)c(O)c(O)c2)[C@@H](OC(=O)c2cc(O)c(O)c(O)c2)[C@@H]1OC(=O)c1cc(O)c(O)c(O)c1)c1cc(O)c(O)c(O)c1 (stereo partly drawn) was read as tuberculosis growth 31%, PhoP GFP inhibition 5% and H37Rv inhibition 15%.
COc1ccc(CN(CC(=O)NCc2ccccc2)C(=O)CCC(=O)Nc2nccs2)cc1 was read as tuberculosis growth -4%, influenza NS1A 7%, PhoP GFP inhibition 6%, H37Rv inhibition 12% and inhibitors of VEEV 0.6%.

Random excerpt: 6 records from the list
For CCCOc1ccc(N2C(=O)CC(N3CCN(c4nc5ccccc5s4)CC3)C2=O)cc1 (stereo not drawn) the results were tuberculosis growth 30%, influenza NS1A -2%, PhoP GFP inhibition 0%, H37Rv inhibition 9% and inhibitors of VEEV 2.0%.
Screening COc1ccc2cc(C(=O)N3CCN(c4ccccc4OC)CC3)[nH]c2c1 returned tuberculosis growth 4%, influenza NS1A 10%, PhoP GFP inhibition -9%, H37Rv inhibition 9% and inhibitors of VEEV 2.1%.
`O=C(Nc1nc2ccccc2n1CCN1CCCCC1)c1ccc(Cl)cc1` gave tuberculosis growth 31%, PhoP GFP inhibition 5% and H37Rv inhibition -1%.
For O=C(O)CCCC(=O)OCCCCc1cccs1 the results were tuberculosis growth 45%, influenza NS1A -1%, PhoP GFP inhibition 6%, H37Rv inhibition -3% and inhibitors of VEEV inactive.
CC(=O)Cc1c[nH]c2ccccc12 was read as tuberculosis growth 5%, PhoP GFP inhibition -12% and H37Rv inhibition 6%.
O=C(OCC1O[C@@H](OC(=O)c2cc(O)c(O)c(O)c2)[C@@H](OC(=O)c2cc(O)c(O)c(O)c2)[C@@H](OC(=O)c2cc(O)c(O)c(O)c2)[C@@H]1OC(=O)c1cc(O)c(O)c(O)c1)c1cc(O)c(O)c(O)c1 (stereo partly drawn) was read as tuberculosis growth 31%, PhoP GFP inhibition 5% and H37Rv inhibition 15%.

Going on with the list:
For COCCN(CCOc1cc(C)cc(C)c1)Cc1ccc(Cl)cc1 the results were tuberculosis growth 1%, influenza NS1A -8%, PhoP GFP inhibition 2%, H37Rv inhibition 5% and inhibitors of VEEV 3.8%.
For CO/N=C(/CNC(=O)c1cccc(Cl)c1)c1ccc(Cl)cc1 the results were tuberculosis growth 2%, influenza NS1A 3%, PhoP GFP inhibition -5%, H37Rv inhibition inconclusive and inhibitors of VEEV inactive.
Screening Cc1ccc(OCC(=O)NC2CCS(=O)(=O)C2)c(C)c1 (stereo not drawn) returned tuberculosis growth -10%, influenza NS1A 5%, PhoP GFP inhibition -8%, H37Rv inhibition -4% and inhibitors of VEEV 4.2%.
Screening CCC1(CC)C(=O)NC(=O)NC1=Nc1cccc(OC)c1 returned tuberculosis growth -10%, influenza NS1A -10%, PhoP GFP inhibition 25%, H37Rv inhibition -5% and inhibitors of VEEV 0.3%.
`Cc1ccccc1-n1c(CNc2ccccc2)nc2ccccc2c1=O` gave tuberculosis growth 47%, PhoP GFP inhibition 3%, H37Rv inhibition 7% and inhibitors of VEEV 0.4%.
`COc1ccc(C2C(C#N)=C(N)Oc3cc(C)n(Cc4ccco4)c(=O)c32)cc1` (stereo not drawn) gave tuberculosis growth 1%, influenza NS1A -9%, PhoP GFP inhibition 6%, H37Rv inhibition -2% and inhibitors of VEEV 3.5%.
Screening COc1ccccc1N1CCN(/N=C/c2cccc(O)c2)CC1 returned tuberculosis growth 11%, influenza NS1A -4%, PhoP GFP inhibition 2%, H37Rv inhibition 2% and inhibitors of VEEV 0.2%.
Screening O=C(CN(C(=O)CNS(=O)(=O)c1ccc(F)cc1)c1ccccc1)NCc1ccco1 returned tuberculosis growth -18%, influenza NS1A 11%, PhoP GFP inhibition 13%, H37Rv inhibition -1% and inhibitors of VEEV 0.9%.
For CC(=O)Nc1sc(N/N=C\c2ccc(O)cc2)nc1-c1cccs1 the results were tuberculosis growth inconclusive, influenza NS1A -3%, PhoP GFP inhibition 3%, H37Rv inhibition 3% and inhibitors of VEEV 7.8%.
